# Bioassay records: PubChem BioAssay, National Center for Advancing Translational Sciences (NCATS)
# TDP43 rescue: TDP-43 toxicity inhibition in yeast. AID 652104. Potency, µM (series often up to 46.1 µM), for inactives: at the highest dose growth rescue (activation), usual class: activators. 410,000 compounds, 1.8% hits. TDP-43 expressing yeast growth rescue, BacTiter-Glo, 24 h; note: % of control where 0% means no effect; nearly all actives have a fitted effect of over 50% in size
#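 Luminescence from BacTiter-Glo reports growth of TDP-43-expressing yeast after 24 hr at 30 deg C with compound. Cells were raffinose-pregrown to mid-log, then seeded in galactose medium at OD600=0.02.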
# PTHR1 ag: PTHR1 (human) receptor agonism; Q03431; 410,000 compounds, 0.075% hits; Potency, µM (top dose mostly 115 µM), inactives show top-dose activation, actives largely listed as activators; HEK293 GP2 PTHR1 cells, GloSensor cAMP luminescence, 1 h; AID 743266; note: nearly all actives have a fitted effect of over 55% in size; some results filed as inactive show a strong effect at the top dose; inactives centre near -15; many of its hits are not listed in these tables
# Target sequence (Q03431 whole entry, looked up): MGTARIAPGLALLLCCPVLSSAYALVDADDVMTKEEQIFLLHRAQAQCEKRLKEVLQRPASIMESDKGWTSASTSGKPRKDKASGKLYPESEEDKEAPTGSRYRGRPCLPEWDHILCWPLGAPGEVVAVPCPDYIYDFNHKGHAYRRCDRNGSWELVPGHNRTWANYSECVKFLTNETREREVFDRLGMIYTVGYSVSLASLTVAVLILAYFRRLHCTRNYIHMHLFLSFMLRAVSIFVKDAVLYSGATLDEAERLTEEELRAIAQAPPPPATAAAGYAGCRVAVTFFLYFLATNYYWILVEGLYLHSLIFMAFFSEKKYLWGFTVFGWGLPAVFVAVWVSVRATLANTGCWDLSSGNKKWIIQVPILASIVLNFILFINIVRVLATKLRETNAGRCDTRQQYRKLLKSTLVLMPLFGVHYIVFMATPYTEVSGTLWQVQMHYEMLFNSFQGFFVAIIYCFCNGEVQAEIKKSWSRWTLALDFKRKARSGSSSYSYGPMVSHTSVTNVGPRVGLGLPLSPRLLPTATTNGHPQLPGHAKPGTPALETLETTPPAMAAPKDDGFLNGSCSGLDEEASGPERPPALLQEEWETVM
#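 HEK-293-derived GP2 cells expressing PTHR1 and a GloSensor cAMP reporter, 3,000/well, plated overnight, given luciferin plus IBMX (each 0.5 mM as added) for 1 h at 37 °C, then compound for 1 h at 37 °C. Luminescence was read after 15 min at room temperature.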
# FUS suppressor: FUS proteinopathy suppression in yeast. S. cerevisiae FUS-expressing, growth rescue, OD600, 24 h. Potency, µM (series often up to 76.6 µM), inactives show top-dose growth rescue (activation), usual class: activators. 390,000 compounds, 0.24% hits. AID 1347120;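 note: plate controls were DMSO vehicle for no effect and reference control for full effect; nearly all actives have a fitted effect of over 55% in size; some results filed as inactive show a strong effect at the top dose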
#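 Galactose (2%) drives FUS expression in yeast precultured in raffinose; seeding density OD 0.005. Test compounds incubated 24hr at 30C and 99% humidity before absorbance at 600 nm was measured.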
# An asterisk follows results filed as active; i = inactive; ? = inconclusive; [ ] = remark or other dose. Calls come from the whole dose curve; as a rule, active = well fitted curve in the direction sought with a large enough effect; inconclusive = small, poorly fitted or top-dose-only effect, or another doubt; inactive = no such curve, though single readings can be large; an effect the other way counts as inactive or inconclusive. Potency is the fitted concentration of half-maximal effect.
SMILES,TDP43 rescue,PTHR1 ag,FUS suppressor
COc1ccc(-c2nc3n(n2)C(=O)CC(c2ccc(Cl)cc2)S3)cc1 (stereo not drawn),22%,?,-8%
Cc1ccc(CCNC(=O)c2ccc(CSCc3ccccc3C)o2)cc1,-7%,-92%[inhibitor],20%
CCn1c(C(=O)N2CCC(C(=O)N3CCN(c4ccc(OC)cc4)CC3)CC2)cc2sccc21,22µM*,-93%[inhibitor],40%
CCOC(=O)c1c(C)[nH]c(C)c1S(=O)(=O)N1CCC(C(=O)NCc2ccc(C)cc2)CC1,0%,i,0%
COc1ccc(Oc2nc3c(C)cccn3c(=O)c2/C=C(\C#N)c2nc3ccccc3[nH]2)cc1,15%,-21%,-15%
CC(=O)c1nn(-c2ccc(OC(F)(F)F)cc2)nc1Nc1ccc(Cl)cc1,12%,i,-20%
Cc1ccc(C)c(N2CCN(Cc3csc(C)c3C)CC2)c1,23%,-20%,-14%
CC(C)CCn1c(=O)c2cccnc2n(CC(=O)Nc2ccc(F)cc2)c1=O,1%,i,13%
Cn1cc(S(=O)(=O)c2cccc(Cl)c2)c(=O)c2cc(F)c(N3CCN(c4ccccc4)CC3)cc21,?,-24%,2%
COc1ccc(NC(=O)Cn2c(SCc3c(F)cccc3Cl)nc3ccncc32)cc1OC,-4%,-9%,-5%
CCOC(=O)c1c(C)c(C(=O)NCc2ccc(Cl)cc2)c(C)n1CC,-32%[inhibitor],-11%,-7%
COc1ccc(Br)cc1Cn1nnc(C(=O)Nc2cccc(SC)c2)c1N,17%,-45%[inhibitor],17%
CC(C)c1cnc2c(c1SCC(=O)Nc1ccc(OC(F)(F)F)cc1)c(=O)n(C)c(=O)n2C,18%,-40%[inhibitor],-9%
Cc1cccc2cc(-c3nc(-c4cccs4)no3)c(=O)oc12,12%,-12%,-17%
CCC1CCCCN1CCCNC(=O)c1ccc2c(c1)sc1nc(-c3ccc(F)cc3)cn12 (stereo not drawn),25%[9.22 µM],i,5%
Cc1ccc2c(=O)cc(C(=O)Nc3sc4c(c3C(=O)NCc3cccnc3)CCCC4)oc2c1,15%,i,5%
COc1ccc(NC(=O)Cn2c(=O)n(-c3ccccc3)c(=O)c3ccc(C(=O)NCc4ccc5c(c4)OCO5)cc32)cc1,15%,i,6%
NC(=O)c1nc(-c2ccc(F)c(F)c2)nc2c1[nH]c(=O)n2-c1cccc(Cl)c1,20%,1%,-19%
Cc1ccc(C(=O)Nc2nc3nc(C)cc(=O)n3[nH]2)cc1,12%,2%,5%
COc1cccc(C(=O)NCC(c2ccc3c(c2)OCO3)N2CCN(C)CC2)c1 (stereo not drawn),4%,?,0%
Cc1cc(C)cc(Nc2nc3ccccc3nc2-n2nc(C)cc2C)c1,22%,-8%,-16%
Cc1cc(C)c(NC(=O)Cn2c(SCC(=O)NCc3ccccc3)nc3ccccc32)c(C)c1,12%,-36%[inhibitor],1%
CCN1CCN(c2cc(C)c3cc(NC(=O)/C=C/c4ccc(OCCC(C)C)cc4)ccc3n2)CC1,?,i,7%
COc1ccc(-c2nc3ccccc3s2)cc1NC(=O)c1ccccc1OC,10%,9%,-13%
CCCNC(=O)CSc1nc(-c2ccc(OC)cc2)cc(C(F)(F)F)n1,21%,i,-10%
# Remaining list, next part
SMILES,TDP43 rescue,PTHR1 ag,FUS suppressor
O=C(Nc1nc2ccccc2s1)c1ccc(S(=O)(=O)N2CCCC2)cc1,5%,-1%,-3%
Cc1nn2c(-c3cccc(NC(=O)c4ccccc4)c3)nnc2c2ccccc12,1%,2%,10%
COc1ccc(N2CCN(C(=O)C3CCN(Cc4nc(-c5ccc(Cl)cc5)oc4C)CC3)CC2)cc1,-2%,i,27%
O=C(Nc1ccc2c(c1)N(C1CCCC1)C(=O)c1ccccc1S2)c1ccccc1F,-20%,-35%[inhibitor],42%
COc1ccc(OC(C)c2nc3ccccc3[nH]2)cc1 (stereo not drawn),17%,-54%[inhibitor],-10%
COc1ccccc1CCNC(=O)Cn1ccc2cc(S(=O)(=O)N3CCCCC3)ccc21,23%,-10%,?
Cc1ccc(NC(=O)C2CCN(S(=O)(=O)c3cc(-c4noc(C)n4)ccc3C)CC2)c(C)c1,-6%,-91%[inhibitor],13%
COc1ccc(-c2nsc(NC(=O)c3oc4ccc(Cl)cc4c3C)n2)cc1,5%,i,-1%
COc1cccc(NC(=O)CSC2=Nc3ccccc3N=C(c3ccc(F)cc3)C2)c1,22%,-8%,41%
C=C(C)CSc1nc2sc3c(c2c(=O)n1CCCC)CCCC3,11%,i,-6%
COc1ccc(C2CC(=O)N3CN(C4CCCCC4)CSC3=C2C#N)c(OC)c1 (stereo not drawn),4%,-1%,38%
CCOc1cc(C(=O)NCCc2csc(-c3ccc(C)cc3)n2)cc(OCC)c1OCC,21%,i,13%
CCOc1ccc(C(=O)c2cn(CC(=O)Nc3ccc(F)c(F)c3)c3cc4c(cc3c2=O)OCCO4)cc1,-28%,-15%,22%
CCOC(=O)N1CCC(NC(=O)c2cnn(-c3ccccc3)c2C2CCN(C(=O)OC(C)(C)C)CC2)CC1,-2%,12%,5%
O=C(Cn1c(=O)c2ccccc2n2nncc12)Nc1cccc(F)c1,2%,-3%,-21%
CCc1ccc(-c2nc(CSCC(=O)NCc3ccc(C)cc3)c(C)o2)cc1,29%,-89%[inhibitor],31%
Cc1cc(C)c(NC(=O)CSc2ccc(-c3sc(-c4ccccc4)nc3C)nn2)c(C)c1,11%,-29%,-20%
CCOc1ccccc1NC(=O)CCc1c(C)nn(-c2ccc(N3CCOCC3)nn2)c1C,?,i,28%
Cc1cccc(C(=O)Nc2nc(-c3nnn(-c4cc(C)ccc4C)c3C)ns2)c1,0%,-11%,-2%
Cc1cc(OCC(=O)NCC2(N3CCOCC3)CCCCC2)ccc1Cl,-14%,-41%[inhibitor],-16%
CCCCN1C(=O)C(O)(CC(=O)c2ccc(CC)cc2)c2cc(Br)ccc21 (stereo not drawn),18µM*,-81%[inhibitor],38%
COc1ccc(-c2noc(-c3ccc(NCc4ccco4)c([N+](=O)[O-])c3)n2)cc1,0%,i,10%
Cc1c(C(=O)NCc2ccc(F)cc2)sc2nc(-c3ccc(F)cc3)cn12,12%,-1%,4%
Cc1cccc(OCC(=O)Nc2ccc3nc(Nc4cccc(C(F)(F)F)c4)cc(C)c3c2)c1,10%,-3%,0%
COC(=O)c1ccccc1NC(=O)N(Cc1ccc(C)cc1)Cc1cccn1-c1nnc(N2CCCC2=O)s1,-15%,?,-1%
# (continued)
SMILES,TDP43 rescue,PTHR1 ag,FUS suppressor
O=c1c(N2CCc3ccccc3C2)csc2ccccc12,22%,-13%,6%
COc1ccc(-c2ccc(CCC(=O)O)n2-c2cc(Cl)ccc2O)cc1,11%,i,26%
COc1ccc(NC(=O)CCc2c(C)nc3c(c2C)c(=O)n(C)c(=O)n3C)cc1OC,0%,i,-16%
COc1ccc(CNC(=O)C2CCN(S(=O)(=O)c3cn(C)cn3)CC2)cc1,14%,i,2%
O=C(CSc1nnc(COc2ccccc2)o1)Nc1cc(C(F)(F)F)ccc1Cl,?,-7%,29%
COc1ccc(CN(Cc2ccco2)C(=O)COc2ccccc2Cl)cc1,20%,-4%,30%
O=C(Nc1cccs1)Nc1cc(C(F)(F)F)ccc1Cl,?,-40%[inhibitor],7%
CCCCNC(=O)c1cnc2sc(N3CCCCCC3)nn2c1=O,12%,i,11%
COc1ccccc1N1CCN(C(=O)c2nn(-c3ccc(C)cc3)c(=O)n(C)c2=O)CC1,23%[9.22 µM],-4%,16%
COc1cccc(N2CCN(C(=O)c3ccc(Cn4c(=O)[nH]c5cc(OC)c(OC)cc5c4=O)cc3)CC2)c1,-3%,i,-14%
Cc1oc2ccc(O)c(CN3CCCCC3C)c2c1C(=O)Nc1ccccc1 (stereo not drawn),12%,-20%,2%
Cn1c(=O)oc2cc(S(=O)(=O)N3CCCC(C(=O)N4CCN(c5cccc(Cl)c5)CC4)C3)ccc21 (stereo not drawn),17%,-24%,21%
CCn1nc(C)c(CCN(C)C(=O)Nc2cc(OC)c(OC)c(OC)c2)c1C,19%,i,0%
Cc1cc(C)c2c(CC(=O)Nc3ccc(S(=O)(=O)Nc4nc(C)cc(C)n4)cc3)coc2c1,3%[9.22 µM],-24%,?
COc1ccc(CNC(=O)c2ccc(Cn3c(=O)c4cccn4c4cccnc43)cc2)c(OC)c1,24%,-2%,-23%
CCc1ccc(NC(=O)Cn2c(=O)n(-c3cccc(OC)c3)c(=O)c3c(C)c(C(=O)N(C)C)sc32)cc1,6%,i,6%
COc1ccc(N2CCN(Cc3nc(-c4ccc(C)cc4)no3)CC2)cc1,28%,-35%[inhibitor],6%
CCn1cc(C(=O)N2CCN(c3cc(Cl)ccc3C)CC2)c(=O)c2cc(S(=O)(=O)N3CCCCC3)ccc21,7%,-12%,13%
CC(C)OC(=O)c1c(NC(=O)COc2cccc(Br)c2)sc2c1CCCC2,21%,-21%,7%
CCC(C(=O)Nc1ccc(C(=O)OC)cc1)n1nc(-c2ccc(C)cc2)c2c(c1=O)CCCC2 (stereo not drawn),-14%,-60%[inhibitor],?
Cc1ccc2c(=O)cc(C(=O)Nc3c(C(=O)c4ccc(F)cc4)oc4ccccc34)oc2c1C,6%,i,-15%
COC(=O)c1ccccc1NC(=O)CCn1c(=O)c2cccn2c2cccnc21,21%,-23%,-16%
COc1ccccc1N1CCN(C(CNC(=O)C(=O)NCCCN(C)C)c2cccnc2)CC1 (stereo not drawn),17%,-16%,-9%
Cc1cccc(C(=O)Nc2ccc(N3CCC(N4CCCCC4)CC3)c(C(=O)O)c2)c1,0%[9.22 µM],i,-1%
O=C(Nc1ccc(S(=O)(=O)N(Cc2ccccc2)c2ccccc2)cc1)c1ccccc1F,20%,-29%,2%

# Six entries drawn at random from the list so far, as already listed:
SMILES,TDP43 rescue,PTHR1 ag,FUS suppressor
CCC(C(=O)Nc1ccc(C(=O)OC)cc1)n1nc(-c2ccc(C)cc2)c2c(c1=O)CCCC2 (stereo not drawn),-14%,-60%[inhibitor],?
O=c1c(N2CCc3ccccc3C2)csc2ccccc12,22%,-13%,6%
COc1ccc(N2CCN(Cc3nc(-c4ccc(C)cc4)no3)CC2)cc1,28%,-35%[inhibitor],6%
Cc1cc(C)c2c(CC(=O)Nc3ccc(S(=O)(=O)Nc4nc(C)cc(C)n4)cc3)coc2c1,3%[9.22 µM],-24%,?
COc1ccc(CNC(=O)c2ccc(Cn3c(=O)c4cccn4c4cccnc43)cc2)c(OC)c1,24%,-2%,-23%
COC(=O)c1ccccc1NC(=O)CCn1c(=O)c2cccn2c2cccnc21,21%,-23%,-16%

# Next part
SMILES,TDP43 rescue,PTHR1 ag,FUS suppressor
CCCC(=O)Nc1nnc(S(=O)(=O)N(C)c2ccccc2)s1,3%,-15%,4%
CCCc1cc(=O)n2c(C(=O)Nc3ccc(OCC)cc3)c(C(=O)Nc3ccc(C)cc3)sc2n1,20%,-5%,1%
Cc1ccc(CNS(=O)(=O)c2cc3[nH]c(=O)c(=O)[nH]c3cc2C)cc1,19%,i,-9%
Cc1c(CNC(C)CCc2ccccc2)c(C(=O)O)c(C)n1Cc1ccc(F)cc1Cl (stereo not drawn),9%,i,28%
Cc1c(C(=O)NCc2ccc(Cl)cc2)sc2nc3n(c(=O)c12)CCC3,?,-24%,-8%
COc1ccc(N2CCN(C(=O)c3c(C)oc4ncnc(N5CCCCC5)c34)CC2)cc1,25%,?,34%
CCOC(=O)c1cc(-c2ccccc2)n(CCC(=O)NCCc2cccc(C)c2)c1C,?,i,?
Cc1ccc(-n2ncc(C(=O)NCCN3CCN(C)CC3)c2C2CCN(C(=O)OC(C)(C)C)CC2)cc1C,-9%,-4%,24%
CCc1ccc(Nc2nc3ccccc3c3nnc(C)n23)cc1,?,i,2%
CCCCC1CCC(C(=O)N2CC(=O)Nc3ccc(C)cc3C2c2ccc(F)cc2)CC1 (stereo not drawn),-19%,-13%,?
Cc1ccc2nc(CSc3nnc(NC(=O)C(C)C)s3)cc(=O)n2c1,16%,-27%,-8%
COc1ccccc1N1CCN(c2csc3ccc(Cl)cc3c2=O)CC1,?,-10%,37%
O=C(NCCn1cc(SCc2ccc(Br)cc2)c2ccccc21)c1cccs1,14%,-69%[inhibitor],?
NC(=O)c1cc(S(=O)(=O)N2CCN(c3cccc(C(F)(F)F)c3)CC2)cs1,-1%,-41%[inhibitor],-2%
CC(C)c1ccc(NS(=O)(=O)c2cc(Br)cc3c2N(C(=O)C2CC2)CC3)cc1,21%,-25%,-34%
COc1ccccc1C1C(C(=O)Nc2ccccc2)=C(C)Nc2nc(-c3ccccc3)nn21 (stereo not drawn),5%,i,-4%
Cc1cc(=O)[nH]c2nnc(SCc3ccccc3F)n12,15%,?,-13%
O=C(Nc1ccccc1)c1ccc(Br)c(S(=O)(=O)N2CCCCC2)c1,-7%,-94%[inhibitor],-5%
COc1ccc(NC(=O)c2ccco2)cc1NC(=O)c1cc(Cl)ccc1OC,12%,i,13%

# An excerpt; count on the stated rates, not on these rows.
